CD40 NFkB inh: CD40 pathway inhibition in BL2 cells; BL2 NF-kB luciferase reporter, CD40L-induced, 4 h; inhibition, % at 10 µM; 83,000 tested, 0.94% active;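 active = mean inhibition of at least 50% with a set share of replicates also reaching that level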;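 note: 0% = neutral control wells and 100% = IKK inhibitor VII at 50 µM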
The depositor's hits bear a star; & = joins results of further samples; [ ] = dose if it differs, or a comment. Not all compounds are listed (hit frequency here may not be typical).

CD40 NFkB inh	SMILES
9	CCc1nc2ccc(C(=O)NCCCn3ccnc3)cn2c1N(C)Cc1ccc(OC)cc1
16	CN(Cc1ccccc1)C(=O)COC(=O)c1ccc[nH]c1=O
3	Cc1onc(-c2ccccc2)c1C(=O)OCC(=O)N1CCCCC1
0[25 µM]	O=C(Cc1ccccn1)N1CC2(C1)[C@H](c1ccccc1)[C@@H](CO)N2C(=O)c1ccncc1
2	c1ccc2[nH]c(CSc3nnc(-c4ccncc4)o3)nc2c1
7	COc1ccc(CCC(=O)OCC(=O)Nc2c(C)nn(-c3ccccc3)c2C)cc1
13	O=C(Cn1c2ccccc2c2nc3n(c(=O)c21)CCCS3)Nc1ccccc1
0	CCCCC(=O)NC1=NC(=O)C(C)(C)S1
-10	COc1ccc(NC(=O)C2CCN(C(=O)C3CC(=O)N(c4ccc(C)cc4)C3)CC2)cc1 (stereo not drawn)
2	CC1(C)CC2CC(C)(CN2C(=O)NC(=O)c2ccccc2)C1 (stereo not drawn)
-71	CCNC(=O)Nc1nc2ccccc2s1
12	Cc1cccn2c(=O)nc(SCC(=O)NCc3ccccc3)nc12
2	O=C1N(c2ccccc2)C(c2ccccc2)N2CCCN12 (stereo not drawn)
-8[25 µM]	O=C(NCCCN1CCOCC1)[C@@H]1[C@@H](CO)[C@@H]2Cn3c(cccc3=O)[C@H]1N2C(=O)NC1CCCC1
19	Cc1ccc(-c2nn(CCC(=O)O)cc2/C=C\C(=O)c2ccc(Br)cc2)cc1
-2	Nc1ccc2c(Cl)cc(Cl)cc2c1
-4	COc1ccccc1C#Cc1ccc([C@H]2[C@@H](C#N)N(C(=O)C3CC3)[C@@H]2CO)cc1
27[25 µM]	CO[C@H](CN(C)S(=O)(=O)c1ccc(C)cc1)[C@H](C)CN([C@@H](C)CO)S(=O)(=O)c1cccc(Cl)c1
-10	CC(C)(C)[S@](=O)N1Cc2cc(C(=O)NCCc3ccncc3)nc(-c3cccc(-c4ccc(C#N)cc4)c3)c2[C@@H]1CCO
-72	CN(C)c1ccc(NC(=O)c2ccc3nsnc3c2)cc1
-15	COc1ccc(OCC(=O)Nc2cccc(NC(=O)COc3ccc(OC)cc3)n2)cc1
-4	O=C(Nc1ccccc1Br)C1CC(=O)N(c2ccc3c(c2)OCCO3)C1 (stereo not drawn)
0	COc1ccccc1C(=O)O/N=C(\c1ccccc1)c1ccncc1
-7	O=C(CCCOc1ccccc1)Nc1ccc(Cl)c(S(=O)(=O)N2CCOCC2)c1
1	COC(=O)[C@H](Cc1ccccc1)NC(=O)N1Cc2ccccc2C[C@H]1C(=O)OC
-10	CCOC(=O)N(C)C[C@@H]1OCc2ccccc2-c2ccccc2C(=O)N([C@H](C)CO)C[C@H]1C
-3	N#C[C@@H]1[C@@H](c2ccccc2)[C@H](CO)N1C(=O)c1cccnc1
2	CCOC(=O)c1cn2c(C)cccc2n1
5	O=C(O)CCCN1C(=O)NC2NC(=O)NC21 (stereo not drawn)
12	O=C(O)c1ccc(NCc2cccnc2)cc1
-86	O=C(Nc1nc(-c2ccc3c(c2)OCO3)cs1)C1CC1
-8	CC(=O)Nc1scc(-c2ccccc2)[n+]1-c1ccc(C)cc1
8	CSc1nc(-c2ccccc2)c(C#N)c(=O)n1C
6	O=C(Cc1ccc(-c2ccccc2)cc1)NCCN1CCOCC1
-3	CCOC(=O)c1cnc2c(Cl)cccc2c1NCCN(C)C
11	C[C@@H]1CN([C@@H](C)CO)C(=O)c2c(c3ccccc3n2C)-c2ccccc2CO[C@H]1CN(C)S(=O)(=O)c1cccc(F)c1

Sorted by number of heavy atoms (ascending): some entries from above.
CD40 NFkB inh	SMILES
-2	Nc1ccc2c(Cl)cc(Cl)cc2c1
0	CCCCC(=O)NC1=NC(=O)C(C)(C)S1
-10	CC(C)(C)[S@](=O)N1Cc2cc(C(=O)NCCc3ccncc3)nc(-c3cccc(-c4ccc(C#N)cc4)c3)c2[C@@H]1CCO

The list goes on.
CD40 NFkB inh	SMILES
-1	CC(=O)N1[C@H](CO)[C@@H](c2ccc(C3=CCCC3)cc2)[C@@H]1CNC(=O)CN(C)C
6	C[C@H](CO)N1C[C@H](C)[C@H](CN(C)Cc2ccc(C(F)(F)F)cc2)OCc2ccccc2-c2c(n(C)c3ccccc23)C1=O
17	CCOc1ccc(NS(=O)(=O)c2ccc(C(=O)N3CCCCCC3)cc2)cc1
14	CCCCS(=O)CC(O)COc1ccc(C(C)(C)C)cc1 (stereo not drawn)
-9	O=C(Nc1ccc(F)cc1)N1C[C@@H]2[C@H](c3ccccc31)[C@H](CO)N2C(=O)c1ccc(F)cc1
10	Cn1nc(NC(=O)CC23CC4CC(CC(C4)C2)C3)c2c(F)cccc21
11	CC(=O)c1ccc(NC(=O)c2ccc(S(=O)(=O)c3ccccc3)cc2)cc1
-1	Nc1nc2ccc(Cl)cc2o1
13	CCNc1ncnc2c1cnn2C
9[25 µM]	O=C(CN1CCOCC1)N1CCCCN2[C@H](C1)[C@@H](c1ccc(Br)cc1)[C@@H]2CO
-21[25 µM]	O=C1CNC[C@@H]2[C@H](c3ccc(C4=CCCC4)cc3)[C@H](CO)N12
5	Cc1c(N(C)S(=O)(=O)c2cc(C(=O)Nc3ccccn3)ccc2Cl)c(=O)n(-c2ccccc2)n1C
0	COc1ccc(CC(=O)N2N=C(C)CC2(O)c2cccnc2)cc1 (stereo not drawn)
1	Cc1ccc(CN(C)C(=O)COC(=O)CSc2ccc([N+](=O)[O-])cc2)cc1
-7[25 µM]	C[C@@H]1CN([C@H](C)CO)C(=O)c2cc(C#CC3(O)CCCC3)cnc2O[C@@H]1CN(C)S(=O)(=O)c1ccc(F)cc1
-3	COc1ccc(C(=O)NCC2CCCN2S(=O)(=O)c2cccs2)cc1 (stereo not drawn)
-2	CCOC(=O)c1c(C)[nH]c(C(=O)OCC(=O)NCc2ccc(OC)c(OC)c2)c1C
-22	Cc1nnc(SCc2nnc(-c3ccc(Cl)cc3)o2)n1-c1ccccc1
3	O=C(c1ccc2snnc2c1)N1CCOCC1
5	Cc1ccc(S(=O)(=O)Nc2nc(C)c(C(=O)Nc3ccccc3)s2)cc1
15	O=C(O)c1cccc(S(=O)(=O)Nc2ccccc2-c2ccccc2)c1
-1[25 µM]	O=C(C[C@@H]1CC[C@H]2[C@@H](COC[C@H](O)CN2CCC(F)(F)F)O1)NCc1ccc2c(c1)OCO2
-3	Cc1onc(-c2ccccc2Cl)c1C(=O)N1CC(C)OC(C)C1 (stereo not drawn)
12	COc1cc(C(=O)NCc2ccc3c(c2)cc(C)n3C)cc(OC)c1OC
9	CN1CCN(C(=O)c2ccc(S(=O)(=O)N(C)c3ccccc3)cc2)CC1
9	COc1ccc(S(=O)(=O)N[C@@H](CC(C)C)C(=O)O)cc1
21	O=C(Cn1c(=O)oc2ccccc21)N1CCN(c2ccccc2)CC1
32	Cc1cc(C)c(-c2csc(NC(=O)CCCc3nc4ccccc4c(=O)[nH]3)n2)c(C)c1
-1	CC(CC(=O)O)C(=O)c1ccc(Cl)c([N+](=O)[O-])c1 (stereo not drawn)
6	O=C(Cn1c(=O)oc2ccccc21)N1CCCCC1
6	COc1ccc2nc(SCC(=O)NC3(C#N)CCCCC3)[nH]c2c1
-11[25 µM]	N#C[C@H]1[C@H](c2ccc(-c3cccc(F)c3)cc2)[C@@H](CO)N1C(=O)c1cccnc1
-19	O=C(NCCc1ccccc1)C1CCCN(C(=O)NC2CCCCC2)C1 (stereo not drawn)
4	COCCCn1c2nc3ccccc3nc2c2c(=O)n(Cc3ccccc3Cl)cnc21
1	Cc1ccccc1NS(=O)(=O)c1cc(OCC(N)=O)c(C)cc1Cl
13[25 µM]	O=c1nc2ccccc2c2n1CC(CN1CCN(c3ccccc3)CC1)N2 (stereo not drawn)
5	COc1ccc2c(C)c(Cc3ccccc3)c(=O)oc2c1OC
4	CC1C(C)N(C(=O)CCCl)c2ccccc2N1C(=O)CCCl (stereo not drawn)
8	CC(C)(C)SCCNS(=O)(=O)c1ccc(C#N)cc1
5	CCC(=O)Nc1nnc(S(=O)(=O)N2CCCc3ccccc32)s1
1	Cc1ccccc1NC(=O)CC1(c2ccc(N(C)C)cc2)C(=O)c2ccccc2C1=O
-11[25 µM]	CCCNC(=O)N(C)C[C@@H]1Oc2cc(C#C[C@@H](C)O)ccc2S(=O)(=O)N([C@H](C)CO)C[C@@H]1C
13	COc1cc(C(=O)N(CCc2ccccc2)C2CC3CCC(C2)N3C)cc(OC)c1OC (stereo not drawn)
-2	CC(C)c1onc(C(=O)NCc2ccccn2)c1[N+](=O)[O-]
10	CSCCC(NC(=O)c1cncc(Br)c1)C(=O)O (stereo not drawn)
-26	CCOC(=O)C1CCCN(C(=O)c2cc(-c3ccccc3)on2)C1 (stereo not drawn)
5	O=C(NC(=O)N1CCCCCC1)c1ccccc1
-76	O=C(N/N=C/c1cccc(O)c1)c1ccc(COc2cccc3cccnc23)cc1
3	Cc1ccc(CNC(=O)c2ccccc2NC(=O)CN2CCN(C)CC2)cc1
-8	CCCN(CC1CC1)C(=O)CCc1nnc(C(OC)c2ccccc2)o1 (stereo not drawn)
6	Cn1c(Sc2ccc(C(=O)O)cc2[N+](=O)[O-])nnc1-c1ccccc1
-15	COc1ccc(NC(=O)C2(C)Cc3c(-c4ccc(C(N)=O)cc4)ccnc3O2)cn1 (stereo not drawn)
3	NC(=O)c1ccc(NC(=O)COC(=O)C2CCN(S(=O)(=O)c3cccs3)CC2)cc1
10	COc1ccccc1CC(=O)NCc1nn(-c2ccccc2)nc1C
13[25 µM]	COc1ccccc1-c1ccc(C2[C@@H]3CN(Cc4cccc(F)c4)C[C@H]2N3)cc1 (stereo partly drawn)
-10[25 µM]	CN1C(=O)c2cc(NC(=O)c3cscn3)ccc2OC[C@H]2O[C@@H](CC(=O)N3CCOCC3)CC[C@H]21
9	Cc1cccc(S(=O)C(c2ccccc2)c2ccccc2)c1 (stereo not drawn)
3	COc1ccc(S(=O)(=O)N2CCCCC2)cc1NC(=O)C1CC1(Cl)Cl (stereo not drawn)
-31	CCOC(=O)c1ccc(NC(=O)NCc2ccn(CC)n2)cc1
1	Fc1ccc(-c2nc3ccccc3c3nc4ccccc4n23)cc1

The list continues:
CD40 NFkB inh	SMILES
-3	Cc1c(/C=N/NC(=O)c2cccnc2)c2ccccc2n1Cc1ccccc1
9	COc1ccc(-c2nnc3sc(-c4ccccc4OC)nn23)cc1
10	CCCCCCn1c(N(CC)CC)nc2c1c(=O)[nH]c(=O)n2C
-22	CCn1nc(C(=O)Nc2ccc(Cl)c(S(=O)(=O)N3CCOCC3)c2)c2ccccc2c1=O
-1	CC(=O)c1cccc(NC2c3ncccc3C(=O)N2Cc2ccco2)c1 (stereo not drawn)
18[25 µM]	Cc1ccccc1-c1ccc([C@H]2[C@@H](CO)N3CCCCN(CC4CC4)C[C@@H]23)cc1
-12	O=C(Nc1nncs1)c1cccc(S(=O)(=O)N2CCOCC2)c1
2	COC(=O)c1ccc(/C=N/NC(=O)CNc2cccc(C)c2)cc1
6	CCCNC(=O)N1[C@@H](CO)[C@@H](c2ccc(C3=CCCC3)cc2)[C@@H]1CNC(C)=O
-1[25 µM]	CN(C)C(=O)[C@H]1[C@H](CO)[C@H]2Cn3c(ccc(-c4ccncc4)c3=O)[C@H]2N1Cc1ccccc1
14	Cc1cc(=O)n2c(n1)NC(=NCc1ccccc1)NC2c1ccccc1 (stereo not drawn)
10[25 µM]	CCCn1c(=O)[nH]c2nc(-c3ccc(S(=O)(=O)O)cc3)[nH]c2c1=O
0	COc1cccc(S(=O)(=O)N2CC[C@@H]3[C@H]2c2cc(C#Cc4ccccc4)ccc2N[C@@H]3CO)c1
7[25 µM]	CC(=O)N(C)C[C@@H]1[C@H](c2ccc(-c3ccc(F)cc3)cc2)[C@H](CO)N1C(C)=O
1[25 µM]	COc1ccc2c3c(n(C)c2c1)[C@@H](CO)N(S(C)(=O)=O)CC31CCN(CC2CCCCC2)CC1
9&-3	CCCc1c(OCCCCc2nn[nH]n2)ccc(C(C)=O)c1O
6	CC(C)NC(=O)COc1ccccc1C#N
2	CC(=O)N/C(=C\c1ccccc1)C(=O)OCC(=O)c1c(N)n(CC(C)C)c(=O)n(C)c1=O
-7	O=C(Cc1ccccc1)NCC(=O)OCC(=O)c1ccccc1Cl
9&26[25 µM]	COc1ccccc1-c1ccc(C2[C@@H]3CN(S(=O)(=O)c4ccc(C)cc4)C[C@H]2N3)cc1 (stereo partly drawn)
25	COc1ccc(N2CCN(Cc3csc(C)c3-c3ccc(C)cc3)CC2)cc1
-3	O=S(=O)(Nc1cccc2ccccc12)N1CCCC1
3	Cc1cc(C(=O)NCc2cc(C(=O)O)oc2C)c(C)o1
-36	Cc1ccc(NC(=O)CNCc2ccccc2)c(Br)c1

Molecules above that have a Cl atom (15):
CD40 NFkB inh	SMILES
-2	Nc1ccc2c(Cl)cc(Cl)cc2c1
27[25 µM]	CO[C@H](CN(C)S(=O)(=O)c1ccc(C)cc1)[C@H](C)CN([C@@H](C)CO)S(=O)(=O)c1cccc(Cl)c1
-7	O=C(CCCOc1ccccc1)Nc1ccc(Cl)c(S(=O)(=O)N2CCOCC2)c1
-3	CCOC(=O)c1cnc2c(Cl)cccc2c1NCCN(C)C
-1	Nc1nc2ccc(Cl)cc2o1
5	Cc1c(N(C)S(=O)(=O)c2cc(C(=O)Nc3ccccn3)ccc2Cl)c(=O)n(-c2ccccc2)n1C
-22	Cc1nnc(SCc2nnc(-c3ccc(Cl)cc3)o2)n1-c1ccccc1
-3	Cc1onc(-c2ccccc2Cl)c1C(=O)N1CC(C)OC(C)C1 (stereo not drawn)
-1	CC(CC(=O)O)C(=O)c1ccc(Cl)c([N+](=O)[O-])c1 (stereo not drawn)
4	COCCCn1c2nc3ccccc3nc2c2c(=O)n(Cc3ccccc3Cl)cnc21
1	Cc1ccccc1NS(=O)(=O)c1cc(OCC(N)=O)c(C)cc1Cl
4	CC1C(C)N(C(=O)CCCl)c2ccccc2N1C(=O)CCCl (stereo not drawn)
3	COc1ccc(S(=O)(=O)N2CCCCC2)cc1NC(=O)C1CC1(Cl)Cl (stereo not drawn)
-22	CCn1nc(C(=O)Nc2ccc(Cl)c(S(=O)(=O)N3CCOCC3)c2)c2ccccc2c1=O
-7	O=C(Cc1ccccc1)NCC(=O)OCC(=O)c1ccccc1Cl

Compound activity from PubChem.
